Bioassay records from PubChem.
PME-1 inh – blocks human protein phosphatase methylesterase 1; Q9Y570; recombinant PME-1, FP-Rh probe fluorescence polarization; inhibition, % at 5.9 µM; 0.53% of 320,000 active;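 active means inhibition above the campaign mean of all compounds plus 3 SD, cut at about 26% in these data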;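 further: competitive labeling of PME-1 active site by serine hydrolase directed probe; 0% = PME-1 with DMSO and 100% = wells lacking PME-1 enzyme; inhibitors block probe labeling so polarization falls and inhibition rises; many of its hits are not listed in these tables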
pPAFAH inh – inhibitors of human plasma PAF acetylhydrolase (pPAFAH) | 1.5% of 330,000 active | AID 463082 | Q13093 | inhibition, % at 3.39 µM | recombinant pPAFAH, FP-rhodamine probe fluorescence polarization;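 active means inhibition above the mean inhibition across the screen plus 3 SD, cut at about 25% in these data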;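 further: inhibitors block binding of the rhodamine activity-based probe so polarization drops; 0% = enzyme with DMSO and 100% = wells lacking pPAFAH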
PAFAH1B3 FP inh – inhibitors of human PAFAH1B3; inhibition, % at 3.39 µM; recombinant PAFAH1B3, FP-rhodamine probe, fluorescence polarization; 0.28% of 340,000 active; Q15102; AID 492972;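 active means inhibition above the screen-wide average of all tested compounds plus 3 SD, cut at about 25% in these data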;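 further: 0% = enzyme with DMSO only and 100% = wells lacking PAFAH1B3 protein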
LYPLA2 counter – LYPLA2 (human) inhibition in PME1 counter-screen; recombinant LYPLA2, FP-Rh probe fluorescence polarization; 0.38% of 320,000 active; inhibition, % at 5.9 µM; AID 2177; O95372;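 active means inhibition above the screen-wide mean plus 3 SD, limit set per campaign, cut at about 26% in these data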;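 further: 0% = LYPLA2 with DMSO and 100% = wells lacking LYPLA2 enzyme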
Target sequence (O95372 whole entry, looked up): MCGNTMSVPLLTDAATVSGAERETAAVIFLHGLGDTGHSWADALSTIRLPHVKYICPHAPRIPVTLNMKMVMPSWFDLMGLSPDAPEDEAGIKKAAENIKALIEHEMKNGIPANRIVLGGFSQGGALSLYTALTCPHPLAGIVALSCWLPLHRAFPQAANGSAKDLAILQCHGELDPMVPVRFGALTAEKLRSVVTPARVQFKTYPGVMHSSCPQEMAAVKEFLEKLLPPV
LYPLA1 counter – counter-screen for PME1 inhibitors: inhibitors of human LYPLA1. AID 2174. inhibition, % at 5.9 µM. 0.16% of 320,000 active. recombinant LYPLA1, FP-Rh probe fluorescence polarization. O75608;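 active means inhibition above the mean of all tested compounds plus 3 SD, set per campaign, cut at about 14% in these data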;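 further: inhibitors block serine hydrolase probe labeling of LYPLA1 so polarization falls; 0% = enzyme with DMSO and 100% = wells lacking LYPLA1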
Target sequence (O75608 whole entry, looked up): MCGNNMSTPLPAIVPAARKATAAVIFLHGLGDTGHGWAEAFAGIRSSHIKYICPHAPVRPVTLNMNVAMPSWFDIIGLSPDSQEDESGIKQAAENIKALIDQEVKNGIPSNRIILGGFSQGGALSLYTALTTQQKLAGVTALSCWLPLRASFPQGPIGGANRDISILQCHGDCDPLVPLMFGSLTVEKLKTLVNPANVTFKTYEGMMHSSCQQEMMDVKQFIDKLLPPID
GSTO1 counter – GSTO1 inhibition, counter-screen for RBBP9 inhibitors; 1.1% of 300,000 active; AID 1974; recombinant GSTO1, activity-based probe fluorescence polarization; inhibition, % at 5.96 µM; P78417;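 active means inhibition above the campaign mean inhibition plus 3 SD, cut at about 35% in these data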;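 further: 0% = GSTO1-1 with DMSO and 100% = wells lacking GSTO1-1 enzyme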
Target sequence (P78417 whole entry, looked up): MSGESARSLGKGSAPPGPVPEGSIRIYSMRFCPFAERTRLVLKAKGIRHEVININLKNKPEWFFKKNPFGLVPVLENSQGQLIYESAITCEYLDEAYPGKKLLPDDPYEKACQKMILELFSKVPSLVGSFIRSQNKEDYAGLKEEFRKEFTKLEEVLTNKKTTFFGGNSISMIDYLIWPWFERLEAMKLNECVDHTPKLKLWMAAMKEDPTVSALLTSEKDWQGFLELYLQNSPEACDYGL
PAFAH1B2 FP inh – blocks human PAF acetylhydrolase 1b catalytic subunit 2. inhibition, % at 3.39 µM. recombinant PAFAH1B2, FP-rhodamine activity probe, fluorescence polarization. AID 492953. P68402. 1.2% of 340,000 active;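 active means inhibition above the mean of all tested compounds plus 3 SD, cut at about 24% in these data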;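 further: 0% = enzyme with DMSO and 100% = wells lacking PAFAH1B2; many of its hits are not listed in these tables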
Target sequence (P68402 whole entry, looked up): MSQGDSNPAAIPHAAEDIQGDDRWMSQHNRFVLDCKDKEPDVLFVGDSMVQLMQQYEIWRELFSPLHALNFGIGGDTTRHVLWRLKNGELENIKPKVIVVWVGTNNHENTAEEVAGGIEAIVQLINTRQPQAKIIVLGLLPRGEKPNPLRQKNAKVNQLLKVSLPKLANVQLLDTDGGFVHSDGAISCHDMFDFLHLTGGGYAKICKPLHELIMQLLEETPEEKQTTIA
PAFAH2 FP inh – PAFAH2 (human) inhibition. recombinant PAFAH2, FP-rhodamine activity probe, fluorescence polarization. inhibition, % at 3.39 µM. 0.99% of 340,000 active. AID 492956;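 active means inhibition above the mean over all tested compounds plus 3 SD, cut at about 30% in these data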;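 further: inhibitors block probe labeling of enzyme so polarization drops; 0% = enzyme with DMSO and 100% = wells lacking PAFAH2 protein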
PAD4 inh – PAD4 (human) enzyme inhibition; inhibition, % at 6.36 µM; Q9UM07; AID 485272; 0.41% of 330,000 active; recombinant PAD4, RCA probe fluorescence polarization;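 active means percent inhibition above a cutoff equal to the mean of all tested compounds plus 3 SD, cut at about 15% in these data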;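 further: 0% = PAD4 with RCA probe and DMSO and 100% = probe without PAD4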
Numbers without * were called inactive; / = not tested or not shown.

SMILES	PME-1 inh	pPAFAH inh	PAFAH1B3 FP inh	LYPLA2 counter	LYPLA1 counter	GSTO1 counter	PAFAH1B2 FP inh	PAFAH2 FP inh	PAD4 inh
C[C@H](CO)N1C[C@H](C)[C@@H](CN(C)S(=O)(=O)c2cccs2)Oc2ccc(NC(=O)Nc3ccccc3)cc2C1=O	/	13	12	/	/	/	0	-10	0
O=C(OCc1ccc(Br)cc1)c1cccnc1Cl	8	5	-1	12	3	6	15	3	2
O=C(C1CCCCN1S(=O)(=O)c1ccc(F)cc1)N1CCN(c2ccccc2F)CC1 (stereo not given)	0	8	4	-4	1	1	5	4	-1
O=C1C2C3CCCC3=C3CCCC3C2C(=O)N1c1ccc(Cl)cc1 (stereo not given)	-5	15	3	4	-3	-8	2	-1	-6
CN1C(=O)C2(OCC(COc3ccc(Cl)cc3)O2)c2ccccc21 (stereo not given)	-2	0	2	-1	-1	-4	0	2	2
COc1ccc(N2CCN(C(=O)CCS(=O)(=O)c3ccc4c(c3)NC(=O)C(C)S4)CC2)cc1 (stereo not given)	-1	21	-2	7	-1	-1	-1	6	-4
Cc1ccc(S(=O)(=O)N2CCCCC2)cc1NC(=O)C1CC(=O)N(Cc2ccccc2)C1 (stereo not given)	1	1	0	1	5	2	7	3	-1
O=C(N/C(=C\c1ccc(O)cc1)C(=O)N1CCCCC1)c1ccccc1	2	2	-2	2	0	2	6	-2	1
COc1ccc(COC(=O)c2ccc(C)c(S(=O)(=O)N3CCOCC3)c2)cc1F	2	1	2	5	2	0	8	9	-4
O=C(O)c1ccc2cccc(O)c2n1	-3	-3	/	-1	-2	39*	/	/	-1
COc1ccnc2c1c(=O)n(Cc1c(F)cccc1Cl)c(=O)n2C	3	-2	7	-3	-7	8	3	2	3
Nn1cc(-c2ccccc2)nc1SCC(=O)NCC1CCCO1 (stereo not given)	1	1	10	2	3	4	5	-4	1
Cc1ccnc(NC(=O)Cc2c(F)cccc2Cl)c1	1	0	6	12	3	3	-1	-4	2
C(=N\Nc1nc(-c2ccccc2)cs1)/c1cccnc1	18	8	-1	-1	2	9	-1	-3	-1
CCc1noc(C)c1C(=O)Nc1cc(Cl)ccc1N1CCOCC1	-1	0	14	-2	-1	9	3	-3	-2
COc1cccc(NC(=O)Nc2cnccn2)c1	6	1	3	-3	-5	7	2	-9	1
CCOC(=O)CCC(NC(=O)CCCCCCCC(=O)NC(CCC(=O)OCC)C(=O)OCC)C(=O)OCC (stereo not given)	-1	0	3	-1	-1	1	-2	-2	2
COC(=O)c1nc(N)sc1-c1ccccc1	-4	5	4	-1	0	4	3	-1	-4
COc1ccc(CCNC(=O)C2CCN(C(=O)c3ccc(C(C)(C)C)cc3)CC2)cc1OC	-3	1	6	21	0	-3	9	3	1
CC(C)CCNC(=O)CCNS(=O)(=O)c1ccc(Cl)cc1	0	1	4	15	-1	-8	9	-7	-4

Entries of single compounds, looked up by structure:
Record of COc1ccc(COC(=O)c2ccc(C)c(S(=O)(=O)N3CCOCC3)c2)cc1F : PME-1 inh: 2; pPAFAH inh: 1; PAFAH1B3 FP inh: 2; LYPLA2 counter: 5; LYPLA1 counter: 2; GSTO1 counter: 0; PAFAH1B2 FP inh: 8; PAFAH2 FP inh: 9; PAD4 inh: -4
Record of O=C(N/C(=C\c1ccc(O)cc1)C(=O)N1CCCCC1)c1ccccc1 : PME-1 inh: 2; pPAFAH inh: 2; PAFAH1B3 FP inh: -2; LYPLA2 counter: 2; LYPLA1 counter: 0; GSTO1 counter: 2; PAFAH1B2 FP inh: 6; PAFAH2 FP inh: -2; PAD4 inh: 1

(continued)
SMILES	PME-1 inh	pPAFAH inh	PAFAH1B3 FP inh	LYPLA2 counter	LYPLA1 counter	GSTO1 counter	PAFAH1B2 FP inh	PAFAH2 FP inh	PAD4 inh
CCOC(=O)N1CCC(N2CCN(C3CCCC3)C(CCO)C2)CC1 (stereo not given)	-4	5	-3	5	-1	3	6	-1	0
N#Cc1c(N)nc(SCC(=O)NCc2ccc3c(c2)OCO3)c(C#N)c1-c1cccs1	0	3	-3	3	-2	-5	-1	4	0
C=CCN(CC=C)c1nc2ccccc2nc1C(C#N)C(=O)OC(C)C (stereo not given)	3	4	-3	0	0	8	4	2	-7
NC(=O)CCC(NS(=O)(=O)c1ccc(Cl)cc1)C(=O)NCc1ccc(Cl)cc1 (stereo not given)	-7	1	4	-3	-1	0	24*	2	1
O=C(CSc1ncc(C(F)(F)F)cc1Cl)N1CCNC1=O	/	-1	6	/	/	/	8	5	1
N#CCOc1ccc(C2=NO[C@@H]3[C@@H]4C[C@@H]([C@H]5C(=O)N(c6ccc7c(c6)OCO7)C(=O)[C@@H]45)[C@H]23)cc1	8	1	-1	13	1	-7	0	-1	0
Cc1ccc(NC(=O)Cn2c(=O)oc3ccccc32)c(C)c1	0	-2	-6	-2	-1	10	0	1	0
COC(=O)C(C)Sc1nc2c(c(=O)n(C)c(=O)n2C)n1CCC(C)C (stereo not given)	-8	-9	4	-4	5	-10	5	0	-12
CCOc1ccccc1/C=N/NC(=O)Cc1csc(Nc2cccc(C(F)(F)F)c2)n1	2	8	6	-13	-14	-16	0	-4	-1
CS(=O)(=O)N(CC(=O)NCc1ccco1)c1ccc(Cl)c(C(F)(F)F)c1	1	3	2	-3	1	-2	1	3	0
CCOC(=O)/C(C#N)=C\c1ccc(N2CCN(C/C=C/c3ccccc3)CC2)cc1	-18	8	-14	19	6	3	-9	-17	0
S=C(Nc1cccc(Cl)c1)Nc1ccccc1Oc1ccccc1	1	12	11	-1	-5	-6	9	-10	-4
CCC(=O)Nc1ccc(C(=O)NNC(=O)c2ccccc2)cc1	3	-3	6	8	6	6	-4	3	4
O=C(CC1NCCNC1=O)NC1Cc2ccccc2C1 (stereo not given)	4	3	/	4	-1	0	/	/	2
CC1CCc2[nH]c3ccc(C(=O)O)cc3c2C1 (stereo not given)	1	0	4	5	-3	2	17	5	-9
O=c1c2ccccc2c(-c2ccccc2)nn1-c1cc(Cl)cc(Cl)c1	-4	3	/	2	2	3	/	/	-4
CCOC(=O)Cn1cnc2c(cnn2-c2ccc(OC)cc2)c1=O	-6	2	15	0	2	0	2	-2	-6
CCCCCCOc1ccc(N2C(=O)CC(N(CCc3ccc(S(N)(=O)=O)cc3)C(C)=O)C2=O)cc1 (stereo not given)	-3	11	6	1	-2	-8	4	0	0
CC1Cc2ccccc2N1C(=O)C1CCN(S(=O)(=O)Cc2ccccc2)CC1 (stereo not given)	-8	4	8	2	-1	-1	2	0	2
CCOCCc1c(O)nc(SCC(=O)N2CCOCC2)[nH]c1=O	-3	1	6	2	2	9	3	-1	-2
CCOc1ccc(/C=N/NC(=O)C2(O)c3ccccc3-c3ccccc32)cc1	-5	6	6	5	0	2	0	5	-1
Cc1ccc(OCC(=O)NCc2ccccn2)c(Br)c1	-2	1	-1	10	2	-6	0	4	0
COc1ccccc1-n1c(SCC(=O)NC2CCCC2)nc2cccnc21	4	-1	7	-3	-3	-3	7	-3	7
C/C(CC(=O)Nc1ccc(N(C)C)cc1)=N\NC(=O)c1ccc(F)cc1	0	1	5	2	6	9	0	-7	0
O=C(NCc1ccc2c(c1)OCO2)c1ccc2snnc2c1	-3	5	5	6	-1	3	3	-7	1
Cc1cccc(N(C(=O)CCC(=O)Nc2cc(C)on2)C(C(=O)NC2CCCC2)c2ccncc2)c1 (stereo not given)	2	-2	-1	0	0	2	4	0	-3
O=C(c1nc2ccc(Cl)cn2c1CNCC[C@@H]1C[C@@H]2C=C[C@H]1C2)N1CCCCCCC1	-1	3	1	-9	-1	5	6	-2	3
Cc1ccc(OCCN2CCN(C(=O)CCC(=O)Nc3nnc(C(C)C)s3)CC2)cc1	-1	-3	5	1	1	-1	2	-3	0
COc1cc(-n2nc(C)c3c2OC(N)=C(C#N)C3c2ccccc2)c(Cl)c(Br)c1O (stereo not given)	7	16	2	5	4	21	11	8	26*
CCC(C)C(=O)Nc1cc(C(=O)OC)ccc1C(=O)OC (stereo not given)	1	3	-1	5	3	4	5	3	-1
CCc1ccc(N2CC(C(=O)Nc3ccc(S(=O)(=O)Nc4nccs4)cc3)CC2=O)cc1 (stereo not given)	0	4	-1	5	4	-1	5	8	1
CC(C)(C)c1cc(CCC(=O)NNC(=O)c2ccncc2)cc(C(C)(C)C)c1O	-3	-1	3	1	1	/	-1	-8	3
Cc1ccc(-n2nnc(-c3cccnc3)n2)cc1	2	7	15	-2	-2	-3	2	-1	3
CNc1cc(CS(=O)c2ccccc2)nc(-c2ccccc2)n1 (stereo not given)	0	0	5	-5	-3	3	0	0	-5
CC1CCCCC1NC(=O)Cn1c(=O)cnc2ccccc21 (stereo not given)	/	-2	9	/	/	/	7	-1	0
O=C(CCN1C(=O)/C(=C/c2ccccc2Cl)SC1=S)NC1CCS(=O)(=O)C1 (stereo not given)	-4	2	9	-3	-3	2	0	3	3
CS(=O)(=O)N1CCN(c2ccc(NC(=O)c3ccc(Br)o3)cc2)CC1	2	-5	13	-3	-1	1	3	-4	-3
COc1cccc(-c2nnn(CC(C)=O)n2)c1	0	6	11	5	2	6	1	6	0
COC(=O)c1ccccc1NC(=O)CN1CCN(c2ccccn2)CC1	-7	4	-4	1	2	15	0	3	-4
CN(C)CCCNCCCNC(=O)/C(=N\O)c1ccccn1	-2	1	6	4	4	5	-3	-4	2
CC(=O)NCCCC(=O)NC(CCC(=O)OCc1ccccc1)C(=O)OCc1ccccc1 (stereo not given)	0	8	6	8	1	13	3	2	1
O=C(c1ccc2nc3ccccc3c(=O)n2c1)N1CCN(Cc2ccc3c(c2)OCO3)CC1	-4	-4	-1	14	-1	4	1	1	-1
COc1cccc(-c2ncc3ccccc3c2CO)c1	1	2	8	3	5	/	4	3	0
O=C(Nc1ccc(C(=O)N2CCCC2)cc1)c1cccc(C(F)(F)F)c1	-3	0	4	10	7	2	-3	0	0
Cn1nnc2c[n+](CC(=O)c3ccc(Cl)cc3)cc(Br)c21	5	6	/	-4	-4	-10	/	/	-5
CC(C)(C)c1nc(SCC(=O)NNC(=O)c2ccccc2)c2ccccc2n1	-3	2	7	-1	-3	-1	1	7	-1
CC1(C)NC(=O)N(CC(O)COC2CCCCC2)C1=O (stereo not given)	2	1	5	-2	-1	-5	-1	0	-1
O=C(CO/N=C/c1ccc2c(c1)OCO2)Nc1cccc(Br)c1	-12	2	-3	-10	-9	-2	-2	-2	-7
COc1ccc(-c2cn[nH]c2C)cc1	6	5	-1	-1	-4	-5	2	-1	-5
Cc1c(Cl)cccc1-n1c(SCC(=O)N2CCC(C(=O)O)CC2)nc2ccccc2c1=O	1	3	1	0	2	-1	5	4	0
COC(=O)[C@]1(CC(C)C)N[C@H](c2ccc(-c3ccccc3)cc2)[C@@H]2C(=O)N(C)C(=O)[C@@H]21	/	1	2	/	/	/	8	5	-4
CN(CC(=O)NCc1cccnc1)S(=O)(=O)c1ccccc1	-5	4	2	3	1	1	0	-2	2
COc1ccc(CNc2ccc3c(c2)ncn3-c2ccccc2OC)cc1	5	5	-2	0	-5	2	-4	3	-2
COc1ccc(CCNc2nc(=O)[nH]nc2C)cc1OC	-7	2	1	-3	-1	3	4	-10	-2
C[C@H](CO)N1C[C@H](C)[C@@H](CN(C)S(=O)(=O)c2ccccc2)Oc2ccc(NC(=O)NC3CCCCC3)cc2C1=O	/	2	6	/	/	/	5	2	-2
COc1ccc(OC)c(NC(=O)Cn2nc(C)c3ccccc3c2=O)c1	-1	7	4	1	-3	10	4	4	3
CCCCNc1nc2c(c(=O)[nH]c(=O)n2C)n1CCOc1ccccc1	11	3	1	-1	0	1	3	-1	-4

Not all compounds are listed; count on the stated rates, not on these rows.
